Assay outcomes (PubChem)
NTR1 agonist: agonists of NTR1, primary screen, imaging, U2OS cells, beta-arrestin-GFP, high content (AID 493036) | NTR1-U2OS beta-arrestin-GFP spot imaging, agonist mode | 330,000 tested, 0.17% active | activation, % at 20 µM;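 active means activation at or above 40% of the spot to cytoplasm intensity ratio, with at least 20 cells analyzed; inconclusive means wells under 20 cells, flagged as cytotoxic or low count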;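 further: 0% = DMSO without peptide and 100% = 100 nM NTR1 peptide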
Target sequence (P30989 whole entry, looked up): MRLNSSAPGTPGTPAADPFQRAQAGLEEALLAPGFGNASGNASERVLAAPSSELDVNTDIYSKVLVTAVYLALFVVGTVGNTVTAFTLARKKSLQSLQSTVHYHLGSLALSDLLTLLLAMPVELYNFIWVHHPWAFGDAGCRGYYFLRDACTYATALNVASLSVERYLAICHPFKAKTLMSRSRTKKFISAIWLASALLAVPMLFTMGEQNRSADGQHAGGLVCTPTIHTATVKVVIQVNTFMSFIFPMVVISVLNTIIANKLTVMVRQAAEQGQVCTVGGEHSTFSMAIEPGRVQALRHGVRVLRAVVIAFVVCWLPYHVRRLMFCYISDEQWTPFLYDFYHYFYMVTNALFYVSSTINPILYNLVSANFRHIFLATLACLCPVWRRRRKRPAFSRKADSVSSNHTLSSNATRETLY
Dengue-2 NS5 capping: Dengue-2 NS5 methyltransferase inhibitors, primary screen, biochemical, confirmation dose response (AID 588689) | Genome polyprotein (Dengue virus type 2 (strain 16681-PDK53)) | Dengue-2 NS5 methyltransferase capping enzyme assay, biochemical; higher % means a stronger effect | inhibition, % at 25 µM; hits with a dose series show IC50 in µM | 340,000 tested, 0.3% active; in the data active means a potency from the dose series; inconclusive means inhibition above about 29% without an active follow-up result
T cell HTS: modulators of CD8 T cell-vesicle binding, primary screen, mouse 2C CD8+ T cells, flow cytometry; AID 2052, 2009; calls only at 7 µM; 2C CD8+ T cell-vesicle binding; hits give low values; 330,000 tested, 0.068% active;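 active means response, share of CD8 T cells binding vesicles, and their 90th percentile fluorescence all below set limits, cut at about 80% in these data, passing the limit was not always enough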
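Also added: QL9-peptide-loaded Drosophila micro-vesicles bearing Ld, ICAM-1 and B7-1; Test system: purified 2C TCR transgenic mouse naive CD8+ T cells; Measured by: cytometric PE anti-B7-1 and Alexa647 anti-CD8 signals after 1% paraformaldehyde fixation; Timing: binding step 1.5 h, 37 °C, antibody labelling 20 min, ice.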
West Nile antiviral: West Nile virus antiviral activity, cell-based, CPE readout (AID 1621) | West Nile virus-infected cells, CPE inhibition; higher % means a stronger effect | CPE inhibition, % at 10 µM; hits with a dose series show IC50 in µM | 290,000 tested, 0.02% active; in the data active means a potency from the dose series; inconclusive means CPE inhibition mostly from about 3.7% at the one dose, without a potency; inactive means the rest, 99 in 100 with CPE inhibition below about 2.2%; further: strong numbers were not always called active
K1F lysis inhibition: inhibition of K1F phage lysis, E. coli UTI89, bacterial capsule biogenesis inhibitors, alamar blue (AID 488966); E. coli UTI89 K1F phage lysis, alamar blue, 2 h; higher % means a stronger effect; inhibition, % at 100 µM; hits with a dose series show IC50 in µM; 340,000 tested, 0.02% active;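 active means phage lysis inhibition, versus mean bacterial control, above a set limit; inconclusive means no clear call, values can overlap the other calls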;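 further: capsule biogenesis inhibitors block K1F phage lysis so surviving cells raise fluorescence; higher fluorescence means more inhibition of phage lysis; actives were called in the ten point dose series up to 300 µM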
Salmonella PhoP GFP: inhibitors of PhoP regulon expression, primary screen, Salmonella Typhimurium, GFP reporter (AID 1863) | S. Typhimurium PhoP-regulated promoter GFP reporter, 4 h; higher % means a stronger effect | inhibition, % at 50 µM; hits with a dose series show IC50 in µM | 300,000 tested, 0.16% active;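 active means inhibition over 29.93%, a cutoff 3 SD above the screen mean, later confirmed by dose response; inconclusive means inhibition over 29.93% but no dose response follow-up; inactive means inhibition at most 29.93% or unconfirmed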;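 further: 0% = low Mg2+ inducing control and 100% = high Mg2+ repressing control; strong numbers were not always called active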
RSV CPE inhibition: RSV antiviral activity via CPE protection, HEp-2 cells, primary 10 µM value included (AID 2391) | HEp-2 cells, RSV-induced CPE inhibition; higher % means a stronger effect | 310,000 tested, 0.13% active | CPE inhibition, % at 10 µM, or IC50 in µM where a hit was titrated; in the data active means a potency from the dose series; inconclusive means CPE inhibition mostly from about 23% at the one dose, without a potency; inactive means the rest, 99 in 100 with CPE inhibition below about 21%; further: strong numbers were not always called active
Large T inhibition: SV40 large T antigen inhibitors, biochemical (AID 1903); SV40 large T antigen ATPase/helicase inhibition assay; higher % means a stronger effect; one-dose inhibition, % at 20 µM; IC50 in µM for titrated hits; 310,000 tested, 0.39% active; in the data active means a potency from the dose series; inconclusive means inhibition mostly from about 32% at the one dose, without a potency; inactive means the rest, 99 in 100 with inhibition below about 32%; further: strong numbers were not always called active
Rac1 GTP hydrolysis: MgcRacGAP GTPase-activating activity inhibitors, confirmation, biochemical, ADP Hunter fluorescence. MgcRacGAP-stimulated Rac1 GTP hydrolysis, ADP Hunter fluorescence; higher % means a stronger effect; GST-tagged Rac1 F28L mutant substrate. 340,000 tested, 0.6% active. AID 624330, 2012. one-dose inhibition, % at 30 µM; IC50 in µM for titrated hits. Rac GTPase-activating protein 1 (Homo sapiens);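 active means first-screen hits whose inhibition reached a set limit at any dose in the follow-up dose series; inconclusive means inhibition above the set first-screen limit but never retested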;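 further: fluorescence reports GDP produced by GAP-driven GTP hydrolysis; strong numbers were not always called active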
T cell HTS vesicle-bound %: further read-out of T cell HTS, marked with its call; double positive events, %; measured here: CD8+ vesicle-bound cell fraction;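 binding gate set so that unloaded-vesicle control wells show 10% double positive cells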
NTR1 agonist cell count 20 µM: further read-out of NTR1 agonist, marked with its call; cell count; measured here: cell count, cytotoxicity flag
Dengue-2 NS5 capping pilot replicate: recorded beside Dengue-2 NS5 capping, whose call it bears; inhibition, %; measured here: pilot screen replicate inhibition
Starred values were filed as active, the others as inactive; i = inactive; ? = inconclusive; · = not tested or not shown; [ ] = dose if it differs, or a comment.

SMILES | NTR1 agonist | NTR1 agonist cell count 20 µM | Dengue-2 NS5 capping | T cell HTS | T cell HTS vesicle-bound % | West Nile antiviral | K1F lysis inhibition | Salmonella PhoP GFP | RSV CPE inhibition | Large T inhibition | Rac1 GTP hydrolysis | others
Cc1nc(SCC(=O)Nc2ccccc2Cl)oc1C | -0.5 | 66 | 1% | i | 14 | -0.2% | 2.4%[50 µM] | -6% | 1.0% | 27% | 0%
Nc1c(-c2ccccc2)sc2ccc3ccccc3[n+]12 | 1.0 | 63 | 8% | i | 36 | 0.1% | 0.0% | -10% | 1.3% | 10% | 4%
CCOC(=O)C(Oc1ccc2c(-c3ccc(OC)cc3)cc(=O)oc2c1C)c1ccccc1 (stereo not given) | 1.4 | 86 | 2% | i | 43 | 1.9% | -0.7% | 7% | 3.2% | -2% | -12% | Dengue-2 NS5 capping pilot replicate=4.1
COc1cc(-c2cc(-c3ccc(O)cc3)nc(N)c2C#N)ccc1O | 1.8 | 46 | · | i | 31 | 1.9% | -0.3% | 3% | 0.1% | 19% | 35µM*
c1ccc2c(Nc3nncs3)c3ccccc3nc2c1 | 1.1 | 70 | 1% | i | 39 | 0.3% | -0.1% | 1% | 4.5% | 3% | 9%
COc1cc(CN2CCc3ccc(NC(=O)CCc4ccccc4OC)cc3C2)ccc1O | -0.6 | 64 | 5% | i | 40 | -0.7% | -0.1% | 1% | 11% | 14% | 4%
O=C(CSc1nc2ccc(Cl)cc2[nH]1)NCCc1ccccc1 | 2.5 | 38 | -3% | i | 8 | -0.1% | 2.2%[50 µM] | 2% | 3.0% | 13% | 4%
CCc1ccc2oc(-c3cc(N)cc(C)c3O)nc2c1 | 2.5 | 39 | · | i | 59 | 1.3% | 0.0% | 7% | 8.2% | 14% | 9%
COc1ccccc1C(=O)OCn1nnc2ccccc2c1=O | -0.1 | 68 | -1% | i | 13 | 0.0% | 2.1% | -7% | 1.3% | 3% | 6%
O=C(NCC1CCN(c2ccc(S(=O)(=O)N3CCOCC3)cc2)CC1)c1cccc(Cl)c1 | 0.9 | 45 | 0% | i | 38 | -0.3% | 0.0%[50 µM] | -7% | 13% | 12% | 2%
CN(Cc1cccnc1)C(=O)CC1C(=O)NCCN1Cc1ccc(-c2ccccc2)cc1 (stereo not given) | 1.5 | 57 | -4% | i | 21 | -1.2% | -0.1% | -7% | 19% | 5% | 15%
CCCc1cc(C(=O)NC2CCCN(Cc3ccccc3F)C2)no1 (stereo not given) | 1.0 | 62 | -5% | i | 40 | -0.2% | 3.5% | -3% | 1.2% | 14% | 6%
CCn1c(=NC(=O)CSC(C)=O)sc2ccccc21 | 1.3 | 56 | -9% | i | 21 | 0.3% | 0.7%[50 µM] | 21% | 0.8% | -4% | 3%
CCOc1ccc(-n2c(C)cc(/C=N/Nc3nc(C)cc(=O)[nH]3)c2C)cc1 | 0.7 | 62 | -7% | i | 28 | -0.4% | 0.1% | -4% | 3.0% | 18% | 12%
O=C1C(=O)N(Cc2cccc([N+](=O)[O-])c2)c2ccccc21 | 1.2 | 77 | -5% | i | 63 | -0.1% | 0.4% | -8% | 2.9% | 10% | 11%
Cc1ccc(CNC(=O)/C=C/C(=O)O)cc1 | 2.4 | 46 | -3% | i | 46 | 1.1% | 0.2% | -8% | 2.3% | 10% | 2%
O=C(NCc1ccc(-c2nc3ccccc3s2)cc1)c1cc2ccccc2o1 | 0.0 | 60 | -2% | i | 44 | -0.4% | -1.4% | 10% | 0.3% | 4% | 1%
COc1ccccc1/C=N/NC(=O)CSc1cc(C)nc2ccccc12 | 1.7 | 39 | -14% | i | 46 | -0.2% | 0.1% | 7% | 6.9% | 8% | 9%
Fc1cc(NC(=S)NCc2ccc(CNC(=S)Nc3ccc(Cl)c(F)c3)cc2)ccc1Cl | 11 | 46 | -1% | i | 46 | -0.3% | 0.0% | -2% | 2.2% | 9% | -1%
Nc1ccc(C(=O)Nc2ccccc2C(=O)O)cc1 | -1.5 | 64 | -8% | i | 24 | 0.7% | 0.4% | -19% | 0.4% | 45% | 9%
COc1ccccc1NC(=O)CCC(=O)OCC(=O)c1ccc(C)c([N+](=O)[O-])c1 | -0.4 | 72 | -4% | i | 20 | 0.0% | -0.7%[50 µM] | -5% | 0.3% | 11% | 5%
O=C(COc1cccc2c1CCN(Cc1ccccc1)C2=O)N1CCCCC1 | -0.6 | 57 | -4% | i | 46 | -1.1% | 0.3% | -7% | 15% | 16% | 4%
NC(=O)CN1CCOCCOCCN(CC(N)=O)CCOCC1 | -0.3 | 54 | 0% | i | 34 | 0.2% | 0.1% | 11% | -0.6% | -3% | 10%
CCCCN1C(=S)NC[C@@H]1Cc1cccc2ccccc12 | 0.5 | 85 | -6% | i | 57 | -0.6% | 5.2% | -5% | -0.5% | 18% | 9%
Cc1cc(/C=C2/SC(=O)N(CC(=O)N3CCCC3)C2=O)c(C)n1C | 2.3 | 39 | -9% | i | 11 | -0.4% | 0.0% | 8% | 0.2% | -1% | 8%
CN(CC(O)CON=C1c2ccccc2-c2ccccc21)S(=O)(=O)c1ccc(Br)cc1 (stereo not given) | 20 | 51 | 6% | i | 32 | ? | -0.9%[50 µM] | 7% | -1.3% | 21% | 9%
CNC(=S)Nc1cccc(C(=O)OC)c1 | 1.6 | 47 | · | i | 35 | -0.1% | · | -7% | 1.8% | 3% | ·
COc1ccc(CNC(=O)CCn2cccc2)cc1 | -0.5 | 92 | -4% | i | 8 | · | 0.1% | 20% | -0.5% | -6% | 5%
Cc1ccc(OCc2ccc(C(=O)NCC3CCCO3)cc2)cc1C (stereo not given) | -0.7 | 73 | -4% | i | 19 | · | 0.1%[50 µM] | · | 3.9% | · | 8%
CCn1cc(C(=O)NCC(OC)OC)c(=O)c2cc(S(=O)(=O)N3CCCC3)ccc21 | -0.3 | 65 | -2% | i | 11 | -0.2% | 0.2% | -5% | 0.4% | 13% | 9%
COc1ccc(NC(=S)N/N=C/c2cccn2Cc2ccccc2F)cc1 | 2.5 | 64 | -8% | i | 56 | -0.9% | 0.0% | 3% | -0.1% | 13% | 11%
O=C(COc1coc(CN2CCc3ccccc32)cc1=O)N1CCCCC1 | 2.0 | 47 | -12% | i | 11 | · | -0.2%[50 µM] | -1% | 1.9% | 18% | -1%
Cc1csc(NC(=O)c2cc3c(s2)CCCC3)n1 | -1.0 | 56 | 1% | i | 59 | -0.3% | 0.4% | 21% | 8.7% | 10% | 5%
COc1ccc(-c2ccc(SCC(=O)c3cccs3)nn2)cc1 | 1.9 | 53 | 2% | i | 59 | -0.5% | 0.0% | 2% | 2.0% | 2% | -2%
CC(NC(=O)C1CCN(C(=O)[C@@H]2Cc3ccccc3CN2C(=O)OC(C)(C)C)CC1)c1ccccc1 (stereo not given in full) | 0.3 | 65 | 0% | i | 14 | 1.1% | 0.2% | -2% | 1.1% | 9% | 5%
COc1ccc(/C=N/N(CCC(=O)NC(C)(C)C)C2=NS(=O)(=O)c3ccccc32)cc1 | 2.2 | 98 | 1% | i | 24 | -0.5% | -1.2%[50 µM] | -5% | 3.1% | 13% | -8%
CN(C)/N=C/c1cn(-c2ccccc2)nc1-c1cccnc1 | 1.1 | 57 | -6% | i | 20 | 1.9% | 0.3% | 7% | 1.9% | -7% | 2%
Cc1ccc(NS(=O)(=O)c2ccc(C(=O)N3CCN(S(=O)(=O)c4ccccc4)CC3)cc2)cc1 | 2.3 | 77 | -13% | i | 35 | · | -0.4%[50 µM] | -10% | 15% | 12% | -4%
O=C(NNC(=O)c1cccc(Br)c1)C(=O)N1CCCCC1 | 1.9 | 91 | -13% | i | 48 | 0.1% | -0.1% | 14% | 2.2% | 2% | 3%
CCOc1ccc(CCNC(=O)C(CC)n2nc(C)n3c(cc4sccc43)c2=O)cc1OCC (stereo not given) | 3.9 | 45 | -7% | i | 20 | 1.0% | 0.3% | -5% | 0.2% | 5% | 3%
C=CCn1c(N)cc(=O)nc1SCC(=O)Nc1ccc(C(=O)OC)cc1 | 0.4 | 79 | -4% | i | 12 | -0.3% | -0.2% | -7% | 1.3% | 22% | 6%
NS(=O)(=O)c1cccc(NC(=O)CSc2nnc(C3CC3)n2C2CC2)c1 | 3.7 | 69 | 1% | i | 18 | · | -0.1%[50 µM] | · | 0.6% | · | 6%
COc1ccc(C(=O)/C(C#N)=N/Nc2cccc([N+](=O)[O-])c2)cc1 | · | · | 10% | · | · | -1.5% | 0.3% | 2% | · | 4% | 4%
COc1ccc(-c2cc(C(F)F)n3ncc(C(=O)Nc4cccc(S(=O)(=O)N5CCOCC5)c4)c3n2)cc1 | 3.1 | 34 | -8% | i | 53 | -0.1% | -0.5% | -4% | 0.8% | 10% | 8%
CCC(C)n1c(SCC(=O)/C(C#N)=C(\C)N)nc2ccccc2c1=O (stereo not given) | 2.3 | 36 | -3% | i | 14 | -0.6% | 0.1%[50 µM] | -9% | ? | 7% | -1%
CC(C)(C)c1ccc(-c2noc(-c3ccc4c(c3)CCO4)n2)cc1 | 4.4 | 51 | -6% | i | 37 | -0.6% | -0.7% | -3% | · | 6% | 2%

Structures from the list above that contain a nitro group on carbon, in the order listed:
SMILES | NTR1 agonist | NTR1 agonist cell count 20 µM | Dengue-2 NS5 capping | T cell HTS | T cell HTS vesicle-bound % | West Nile antiviral | K1F lysis inhibition | Salmonella PhoP GFP | RSV CPE inhibition | Large T inhibition | Rac1 GTP hydrolysis | others
O=C1C(=O)N(Cc2cccc([N+](=O)[O-])c2)c2ccccc21 | 1.2 | 77 | -5% | i | 63 | -0.1% | 0.4% | -8% | 2.9% | 10% | 11%
COc1ccccc1NC(=O)CCC(=O)OCC(=O)c1ccc(C)c([N+](=O)[O-])c1 | -0.4 | 72 | -4% | i | 20 | 0.0% | -0.7%[50 µM] | -5% | 0.3% | 11% | 5%
COc1ccc(C(=O)/C(C#N)=N/Nc2cccc([N+](=O)[O-])c2)cc1 | · | · | 10% | · | · | -1.5% | 0.3% | 2% | · | 4% | 4%
